# Giardia FBPA inh = Giardia lamblia aldolase inhibition | AID 2451 | purified Giardia FBPA | A8B2U2 | Potency, µM (top dose mostly 59.6 µM), inactives show at the highest dose activity, negative = inhibition, hits mostly inhibitors | 290,000 tested, 0.71% active; note: potency is the fitted concentration of half-maximal effect; nearly all actives have a fitted effect of over 55% in size
# Target sequence (A8B2U2 whole entry, looked up): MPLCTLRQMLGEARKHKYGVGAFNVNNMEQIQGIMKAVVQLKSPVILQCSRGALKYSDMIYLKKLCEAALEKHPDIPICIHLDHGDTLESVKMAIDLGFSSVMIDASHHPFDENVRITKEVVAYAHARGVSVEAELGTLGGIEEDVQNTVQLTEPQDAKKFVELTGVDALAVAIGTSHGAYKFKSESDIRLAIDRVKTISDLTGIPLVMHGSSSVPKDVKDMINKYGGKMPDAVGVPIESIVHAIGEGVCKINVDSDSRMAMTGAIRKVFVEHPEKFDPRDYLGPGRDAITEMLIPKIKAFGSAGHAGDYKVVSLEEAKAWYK
#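 40 nM FBPA preincubated 10 min at RT with compound (up to 57.5 uM final), then substrate plus GAPDH/TPI/NAD/arsenate coupling and diaphorase/resazurin added. Fluorescence read after 20 min at RT, 525/598 nm.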
# HCMV antiviral = human cytomegalovirus inhibition. 410,000 tested, 4.5% active. HFF cells, HCMV-luciferase reporter, 72 h; active compounds read low. activity change, negative = inhibition, % at 57.5 µM; in the data active = activity change below about -60%; inconclusive = no clear call, values can overlap the other calls; inactive = above about -39%
#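 Luciferase read-out from HCMV-luciferase-infected HFFs (MOI 1 PFU/cell) 72 h post infection at 37C; compounds added after 16 h cell attachment; activity normalized between buffer-only basal and Salinomycin (10uM) inhibitor controls.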
# AmpC no deterg = AmpC beta-lactamase inhibition without detergent. P00811. AmpC nitrocefin hydrolysis, absorbance 480 nm, 0.0001% Triton. Potency, µM (top dose mostly 57.1 µM), for inactives: at the top dose activity change, negative = inhibition, hits mostly inhibitors. 330,000 tested, 0.52% active. AID 485341;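 note: potency is the fitted concentration of half-maximal effect; plate controls were no compound for no effect and no enzyme for full effect; nearly all actives have a fitted effect of over 20% in size; some results filed as inactive show a strong effect at the top dose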
# Target sequence (P00811 whole entry, looked up): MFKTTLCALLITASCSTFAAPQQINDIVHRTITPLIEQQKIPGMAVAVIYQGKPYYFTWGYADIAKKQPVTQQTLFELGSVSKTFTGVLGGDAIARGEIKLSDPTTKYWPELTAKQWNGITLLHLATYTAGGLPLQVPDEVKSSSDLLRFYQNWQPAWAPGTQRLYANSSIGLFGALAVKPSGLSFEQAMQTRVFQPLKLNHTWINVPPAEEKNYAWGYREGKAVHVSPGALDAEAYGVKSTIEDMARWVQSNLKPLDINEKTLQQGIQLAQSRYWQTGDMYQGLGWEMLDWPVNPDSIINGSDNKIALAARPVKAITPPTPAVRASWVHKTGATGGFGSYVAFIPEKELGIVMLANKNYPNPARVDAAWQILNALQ
#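 AmpC (5.3 nM in the dispensed reagent) in 20 mM phosphate pH 7.0 with 0.01% (detergent screen) or 0.0001% Triton X-100 was preincubated with compounds for 15 min at room temperature. Nitrocefin was then added from an 800 uM solution, and hydrolysis was followed at 480 nm.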
# AmpC detergent = AmpC beta-lactamase inhibition with detergent present; Potency, µM (top dose mostly 114 µM), for the others: at the top dose activity change, negative = inhibition, usual class: inhibitors; AID 485294; 370,000 tested, 0.041% active; AmpC hydrolysis of nitrocefin, absorbance 480 nm, 0.01% Triton;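 note: potency is the fitted concentration of half-maximal effect; 0% = no-compound wells and -100% = no-enzyme wells; nearly all actives have a fitted effect of over 25% in size; some results filed as inactive show a strong effect at the top dose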
#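 AmpC (5.3 nM in the dispensed reagent) in 20 mM phosphate pH 7.0 with 0.01% (detergent screen) or 0.0001% Triton X-100 was preincubated with compounds for 15 min at room temperature. Nitrocefin was then added from an 800 uM solution, and hydrolysis was followed at 480 nm.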
# Sm TGR block = blocks Schistosoma mansoni thioredoxin glutathione reductase; AID 485364; 360,000 tested, 3% active; Potency, µM (titrated, usually from 114 µM), for the others: at the top dose activity change, negative = inhibition, actives largely listed as inhibitors; purified TGR, DTNB reduction, TNB absorbance 405 nm; note: potency is the fitted concentration of half-maximal effect; nearly all actives have a fitted effect of over 60% in size
#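 First, TGR (20 nM dispensed) and NADPH were mixed with compound. Second, a 15 min room-temperature incubation followed. Third, further NADPH and then DTNB were added to start the reaction. Finally, TNB absorbance was monitored kinetically.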
# AMA1-RON2 inh = disrupts binding of P. falciparum AMA1 to RON2. AlphaScreen AMA1-biotinylated RON2 peptide binding. Potency, µM (doses to about 58.2 µM), for the others: at the highest dose activity change, negative = inhibition, hits mostly inhibitors. 360,000 tested, 0.2% active. AID 720542;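 note: potency is the fitted concentration of half-maximal effect; 0% = vehicle wells and -100% = peptide control; nearly all actives have a fitted effect of over 45% in size; some results filed as inactive show a strong effect at the top dose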
#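 AMA1 (3D7) with his tag at 25 nM final met compounds first, then biotinylated RON2 peptide at 25 nM; detection used donor plus acceptor beads, 10 µg/mL apiece, read by AlphaScreen after 30 min at room temperature.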
# Starred values were filed as active, the others as inactive; ? = inconclusive; . = not tested or not shown; & = joins results of further samples; [ ] = another dose, or the depositor's remark. Unless noted, calls come from the whole dose curve; as a rule, active = well fitted curve in the direction sought with a large enough effect; inconclusive = small, poorly fitted or top-dose-only effect, or another doubt; inactive = no such curve, though single readings can be large; an effect the other way counts as inactive or inconclusive. Unless noted, % is set by controls: 0 for no effect and ±100 for the full control effect.
SMILES,Giardia FBPA inh,HCMV antiviral,AmpC no deterg,AmpC detergent,Sm TGR block,AMA1-RON2 inh
Cc1ccc(Nc2nc(N)nc(CSC(=S)N3CCN(c4ccccc4)CC3)n2)cc1,-0.5%,24.0,-22.3%,?,3.8%,-12.9%
Cc1ccc(N(CC(=O)NC2CCCC2)C(=O)c2c(C)noc2C)cc1C,3.3%,29.5,-2.6%,?,4.4%,-4.4%
COc1cccc(Nc2cc(C)c3ccccc3n2)c1,1.3%,82.4,-50.9%,-4.7%,-1.4%,-8.1%
CCOc1ccc2[nH]c(SCC(=O)OC)c([N+](=O)[O-])c2c1,-1.7%,37.8,-19.1%,4.4%,44.7µM*,27.0%
C#Cc1ccc(CN2CCCC(C(=O)Nc3ccccc3Oc3cccnc3)C2)cc1 (centres undefined),.,0.0,85.5%[activator],2.2%,-1.1%,-14.3%
O=C(O)c1ccc(NCCc2ccc(Cl)cc2)c([N+](=O)[O-])c1,15.3%,-27.5,-20.1%,3.6%,-1.0%,-10.1%
CCn1c2ccc(CC(=O)O)cc2c2cc(CC(=O)O)ccc21,0.3%,15.5,-9.2%,-14.6%,-29.8%,2.8%
COc1ccc(C(=O)Nc2ccc(/C(C)=N/NC(=O)c3ccccc3O)cc2)cc1OC,-0.6%,-3.4,-50.7%,-10.4%,-2.7%,16.2%
Cc1ccccc1NC(=O)Cc1nnc(SCC(=O)NC2CCCC2)n1C,-12.3%,25.5,-15.2%,-6.2%,3.2%,0.0%
C/C(=N/NC(=O)c1ccoc1C)c1ccc(NC(=O)C2CCCC2)cc1,-0.8%,48.9,-14.7%,-7.0%,-0.8%,44.6%[activator]
Cc1noc(NC(=O)c2c(-c3c(Cl)cccc3Cl)noc2C)c1[N+](=O)[O-],18.2%,7.0,-15.0%,-0.9%,-25.6%,-20.6%
CCc1nc(N2CCN(C(=O)c3ccccc3)CC2)c2c3c(sc2n1)CCCC3,0.8%,-15.5,85.6%[activator],-5.7%,0.0%,-19.8%
CCc1ccc(-c2csc(NC(=O)C3CC(=O)N(c4ccc5c(c4)OCCO5)C3)n2)cc1 (centres undefined),-7.6%,-84.3*,?,-7.3%,-6.1%,-22.2%
COc1ccc(NC(=O)c2cc(S(=O)(=O)N3CCOCC3)cn2C)cc1Cl,17.2%,7.1&-7.5,12.4%,-8.7%&-10.4%,-11.8%&-9.5%,-1.1%
CC1(c2ccccc2)NC(=O)N(CC(=O)Nc2nnc(C3CC3)s2)C1=O (centres undefined),2.4%,11.2,-17.3%,-2.2%,5.6%,14.3%
O=C(O)CC12CC3CC(C1)CC(n1ncc(NCc4ccc5c(c4)OCO5)c(Cl)c1=O)(C3)C2,-1.0%,.,-15.7%,?,?,.
COc1cc(CN2CCC(C(=O)NCCC(C)C)CC2)ccc1OCc1ccccc1,-10.2%,69.6,94.0%[activator],-16.8%,-17.2%,?
Cc1cc(N2CCN(C)CC2)nc2ccc(NC(=O)Nc3cccc(Cl)c3)cc12,.,-98.9*,.,1.6%,-2.1%,.
Cc1ccc(CNC(=O)c2nccnc2C(=O)O)cc1,-4.9%,-16.3,-9.8%,-1.2%,-3.9%,-15.7%
CCN(CC)S(=O)(=O)c1cc(NC(=O)COC(=O)C2CCC2)ccc1C,.,38.1,-14.7%,3.8%,-4.9%,0.0%
C/C(=N\Nc1ccc(S(=O)(=O)N2CCCCC2)cn1)c1cccc(Br)c1,.,-21.6,-12.5%,-14.4%,3.7%,0.0%
Cc1ccc(NC(=O)CSc2nc(-c3ccco3)nc3cc(=O)[nH]n23)c(Cl)c1,.,0.0,-23.9%,-0.5%,?,23.8%
Cc1cc(-c2ccc(S(=O)(=O)NCc3ccc(F)cc3)cc2)on1,.,-4.3,-21.2%,-1.0%,-6.4%,1.1%
Cn1c(=O)c2sccc2n2c(CCCC(=O)NCc3ccc4c(c3)OCO4)nnc12,0.8%,-16.0,6.2%,-17.3%,0.7%,1.7%
CN(c1ccc(OCC(=O)OCC(=O)Nc2ccccc2)cc1)S(=O)(=O)c1ccc(F)cc1,-0.6%,-0.8,-31.1%,?,4.4%,7.2%
Cc1ccc(S(=O)(=O)N2CCOCC2)cc1C(=O)OCC(=O)NC1CCS(=O)(=O)C1 (centres undefined),5.7%,-38.6,-9.4%,-11.4%,-1.0%,-11.7%[11.6 µM]
S=C(Nc1ccccc1)Nc1ccc(Br)cc1,-3.1%,?,-46.0%,-6.5%,?,12.6%
O=S(=O)(CCNCc1cccs1)c1ccc(Cl)cc1,0.7%,21.2,-21.4%,1.9%,?,21.4%
O=C(NCCc1ccc2c(c1)OCCO2)c1cc(F)cc(F)c1,0.7%,?,-11.7%,-4.2%,-18.8%,-18.2%
O=C1NC(=O)N(Cc2ccc(F)cc2)C(=O)/C1=C\C=C\c1ccco1,-0.2%,-96.9*,-49.0%,5.6%,7.94µM*,-15.0%

# Full records as entered above. Values in the order: Giardia FBPA inh, HCMV antiviral, AmpC no deterg, AmpC detergent, Sm TGR block, AMA1-RON2 inh
# S=C(Nc1ccccc1)Nc1ccc(Br)cc1 is listed as -3.1%, ?, -46.0%, -6.5%, ?, 12.6%
# Cn1c(=O)c2sccc2n2c(CCCC(=O)NCc3ccc4c(c3)OCO4)nnc12 is listed as 0.8%, -16.0, 6.2%, -17.3%, 0.7%, 1.7%
# C/C(=N\Nc1ccc(S(=O)(=O)N2CCCCC2)cn1)c1cccc(Br)c1 is listed as ., -21.6, -12.5%, -14.4%, 3.7%, 0.0%
# CCN(CC)S(=O)(=O)c1cc(NC(=O)COC(=O)C2CCC2)ccc1C is listed as ., 38.1, -14.7%, 3.8%, -4.9%, 0.0%

# Continued.
SMILES,Giardia FBPA inh,HCMV antiviral,AmpC no deterg,AmpC detergent,Sm TGR block,AMA1-RON2 inh
COc1ccc(S(=O)(=O)N2CCN(CC(=O)Nc3cccc(OC)c3)CC2)cc1,.,-8.7,58.0%,?,-2.4%,0.4%
O=C(Nc1ccccc1)NC1CCN(Cc2nnnn2C2CCCCC2)CC1,13.0%,30.4,5.4%,-7.0%,-1.9%,?
O=C(CSc1nc(-c2ccccc2)cs1)NCc1ccco1,-8.8%,12.0,-58.3%,0.0%,-15.7%,4.6%
Cc1ccc(S(=O)(=O)Nc2ccc(=O)n(Cc3ccc(Cl)c(Cl)c3)c2)cc1,?,13.0,-35.3%,?,39.8µM*,-6.1%
CCC(C)NC(=O)COC(=O)c1oc2ccccc2c1CSc1ccc(Cl)cc1 (centres undefined),4.8%,-33.0,-28.3%,-0.8%,-7.3%,-1.0%
O=C1C=C(c2cccc3c2oc2ccccc23)C[C@@H](c2ccc(F)cc2)C1,.,-19.9,-6.0%,7.4%,-5.4%,-5.3%
O=C(O)c1ccc(CSc2nnc(-c3ccco3)o2)cc1,23.9%,13.5,-15.9%,-14.6%,-5.5%,11.7%
COc1ccc(NC(=O)c2cnc(N3CCCCC3)c3ccccc23)cc1Cl,.,-22.2,.,6.8%,8.5%,.
COc1ccc(-c2nc(C(N)=O)c3[nH]c(=O)n(-c4cccc(Cl)c4)c3n2)cc1OC,-2.7%,-30.0,179.1%[activator],?,-11.0%,9.6%
CCCCOC(=O)c1ccccc1C(=O)OCCCC,6.0%,-7.7,-5.5%,-3.4%,-8.7%,27.8%
Cc1cc(C)c(/C=C/c2onc(C)c2S(=O)(=O)N2CCC(C(=O)NCCc3ccccc3)CC2)c(C)c1,.,92.7,.,6.2%,2.2%,.
COc1cc(OC)c(CN2CCC(CO)(CCOc3ccccc3)CC2)c(OC)c1,4.1%,?,75.3%[activator],2.0%,-29.7%,-11.9%
CCOC(=O)c1c(NC(=S)Nc2ccc(C)cc2)sc2c1CCC2,-0.2%,-14.0,-29.5%,3.3%,-5.3%,32.1%
O=C(Nc1ccncc1)c1sc2ccccc2c1Cl,-5.4%,-9.3,-19.2%,5.6%,1.9%,0.0%
COc1ccc(NC(=O)C(=O)Nc2cccc3ccccc23)c(OC)c1,7.1%,4.0,-12.1%,?,-11.2%,5.5%
Cc1cc(C)nc(NS(=O)(=O)c2ccc(N3Cc4ccccc4C3=O)cc2)n1,-3.2%,23.7,-40.4%,-8.9%,0.0%,-3.3%
Cc1cccc(N2C(=O)C(Cl)=C(Nc3c(C)n(C)n(-c4ccccc4)c3=O)C2=O)c1C,-25.7%,?,42.7%,-10.6%,8.91µM*,13.7%
CCN1CCN(C(=O)Cn2ncc3c([nH]c4ccccc43)c2=O)CC1,.,-36.8,-19.0%,-0.6%,9.5%,0.5%
CCCCOC(=O)C(C#N)c1nc2ccccc2nc1N1CCOCC1 (centres undefined),-16.0%,-29.0,39.6%,2.7%,3.1%,-10.8%
Cc1ccc2[nH]c(=O)c(CN(Cc3cccnc3)C(=S)NCCCN(C)C)cc2c1,3.8%,-31.8,35.1%,2.3%,?,17.3%
Cc1ccc(Nc2nc(-c3ccncc3)cs2)cc1,-0.3%,110.7,-19.3%,10.1%,7.6%,-3.5%
CCOC(=O)C1(CCOc2ccccc2)CCN(Cc2cc(OC)cc(OC)c2)CC1,4.8%,-23.4,56.3%,-15.5%,-0.2%,18.3%
CC(C)c1csc(CN2CCC(CO)(Cc3cccc(F)c3)CC2)n1,-3.2%,-19.7,123.3%[activator],-2.9%,9.7%,-2.5%
COc1ccccc1N1CCN(C(=O)COc2ccc(Cl)cc2)CC1,7.1%,28.6,126.4%[activator],?,3.0%,-4.1%
Cc1nn(-c2ccccc2)c2c1C(c1ccc(Br)s1)C(C#N)=C(N)O2 (centres undefined),-7.1%,.,-54.5%,?,-22.6%,?
COc1ccc2cc3cc(C(=O)N4CCN(c5ccc(C(C)=O)cc5)CC4)sc3nc2c1Cl,.,-7.6,.,-1.9%,2.3%,.
O=C1OCCN1C(=O)[C@H]1[C@H](c2ccc([N+](=O)[O-])cc2)C(c2ccc(F)cc2)=NN1c1ccc(Br)cc1,-6.7%,14.6,-42.9%,.,.,-0.8%
O=C(Cc1ccc(Cl)cc1)Nc1ccc(Br)cc1,-2.9%,-6.3,-28.3%,4.3%,-3.8%,0.0%
CC(=O)c1c(C)[nH]c(C(=O)OCC(=O)N2CCN(S(=O)(=O)c3ccc(C)cc3)CC2)c1C,.,47.5,-17.2%,?,-4.1%,-12.5%
COc1cccc(-n2c(CNc3ccc(F)cc3)nnc2SCC(N)=O)c1,-24.8%,25.2,5.0%,?,-13.0%,0.0%
Cc1cccn2c(=O)c(C(=O)NC3CCCCC3C)c(O)nc12 (centres undefined),.,?,-35.9%,0.0%,1.2%,27.6%
CCOC(=O)c1ccccc1NC(=O)c1cnc(N2CCOCC2)c2ccccc12,.,6.8,.,3.0%,6.3%,.
CC(C)(C)OC(=O)c1c(N)n(CCCN2CCCC2=O)c2nc3ccccc3nc12,-7.8%,-15.0,51.5%,-13.9%,-5.7%,10.5%
Cc1cc(=O)[nH]c(SCC(=O)Nc2ccccc2C)n1,-0.2%,?,-20.5%,0.6%,9.2%,-3.8%
Cc1ccc(CCNS(=O)(=O)c2ccc3c(c2)NC(=O)C(C)C(=O)N3)cc1 (centres undefined),10.7%,35.6,-21.4%,-0.4%,-29.9%,-3.5%
